Assay outcomes as filed in PubChem BioAssay.
GPR35 antagonists: GPR35 antagonists blocking zaprinast-driven arrestin recruitment, primary screen, imaging, U2OS, beta-arrestin-GFP, zaprinast agonist (AID 2058); inhibition, % at 10 µM, or IC50 in µM where a hit was titrated; U2OS GPR35 beta-arrestin-GFP translocation imaging, zaprinast antagonism; higher % means a stronger effect; 290,000 tested, 0.052% active; G-protein coupled receptor 35 (Homo sapiens);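 active means inhibition of at least 50% with at least 30 cells and total cytoplasm GFP at most 10,000,000; inconclusive means under 30 cells or total GFP of 10,000,000 plus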
KOR beta-arrestin-1: KOR antagonists, beta-arrestin recruitment, cell-based, luminescence, uHTS (AID 1778); Kappa-type opioid receptor (Homo sapiens); KOR beta-arrestin recruitment, luminescence, antagonist mode; higher % means a stronger effect; inhibition, % at 10 µM, or IC50 in µM where a hit was titrated; 290,000 tested, 0.091% active; in the data active means inhibition above about 50%; further: strong numbers were not always called active
NTR1 agonist: agonists of NTR1, primary screen, imaging, U2OS cells, beta-arrestin-GFP, high content (AID 493036). activation, % at 20 µM. NTR1-U2OS beta-arrestin-GFP spot imaging, agonist mode. 330,000 tested, 0.17% active;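 active means activation at or above 40% of the spot to cytoplasm intensity ratio, with at least 20 cells analyzed; inconclusive means wells under 20 cells, flagged as cytotoxic or low count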;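 further: 0% = DMSO without peptide and 100% = 100 nM NTR1 peptide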
Target sequence (P30989 whole entry, looked up): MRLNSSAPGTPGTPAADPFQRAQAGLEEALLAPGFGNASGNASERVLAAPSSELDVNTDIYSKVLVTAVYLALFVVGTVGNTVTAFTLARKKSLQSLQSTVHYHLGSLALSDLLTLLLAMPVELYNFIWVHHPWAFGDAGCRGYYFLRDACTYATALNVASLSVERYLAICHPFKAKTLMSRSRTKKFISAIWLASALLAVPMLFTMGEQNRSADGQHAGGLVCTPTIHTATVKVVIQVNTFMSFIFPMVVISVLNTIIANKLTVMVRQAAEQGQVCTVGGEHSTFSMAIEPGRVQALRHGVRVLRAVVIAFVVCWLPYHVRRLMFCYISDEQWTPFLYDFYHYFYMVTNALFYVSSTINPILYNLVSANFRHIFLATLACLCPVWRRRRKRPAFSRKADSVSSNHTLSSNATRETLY
West Nile antiviral: West Nile virus antiviral activity, cell-based, CPE readout (AID 1621); 290,000 tested, 0.02% active; West Nile virus-infected cells, CPE inhibition; higher % means a stronger effect; CPE inhibition, % at 10 µM; hits with a dose series show IC50 in µM; in the data active means a potency from the dose series; inconclusive means CPE inhibition mostly from about 3.7% at the one dose, without a potency; inactive means the rest, 99 in 100 with CPE inhibition below about 2.2%; further: strong numbers were not always called active
GPR55 beta-arrestin: GPR55 agonists via beta-arrestin recruitment, primary screen, imaging, U2OS cells, beta-arrestin-GFP redistribution (AID 1961); 290,000 tested, 0.048% active; U2OS GPR55 beta-arrestin-GFP redistribution imaging; higher % means a stronger effect; activation, % at 10 µM; hits with a dose series show EC50 in µM;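 active means activation above 40% with more than 50 cells counted in the well; inconclusive means wells holding fewer than 50 cells, flagged as toxic or sparse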;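 further: U2OS osteosarcoma cells stably expressing GPR55 and beta-arrestin-GFP; plate controls were DMSO negative control for no effect and LPI positive control for full effect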
PhoP inhibition: inhibitors of PhoP regulon expression, primary screen, Salmonella Typhimurium, GFP reporter (AID 1863); S. Typhimurium PhoP-regulated promoter GFP reporter, 4 h; higher % means a stronger effect; 300,000 tested, 0.16% active; inhibition, % at 50 µM, or IC50 in µM where a hit was titrated;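 active means inhibition over 29.93%, a cutoff 3 SD above the screen mean, later confirmed by dose response; inconclusive means inhibition over 29.93% but no dose response follow-up; inactive means inhibition at most 29.93% or unconfirmed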;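 further: 0% = low Mg2+ inducing control and 100% = high Mg2+ repressing control; strong numbers were not always called active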
GPR55 antagonists: GPR55 antagonists blocking LPI-driven arrestin recruitment, primary screen, imaging, U2OS, beta-arrestin-GFP, LPI agonist (AID 2013); G-protein coupled receptor 55 (Homo sapiens); one-dose inhibition, % at 10 µM; IC50 in µM for titrated hits; 290,000 tested, 0.13% active; U2OS GPR55 beta-arrestin-GFP translocation imaging, LPI antagonism; higher % means a stronger effect;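 active means spots per cell inhibited over 60%, with over 100 cells counted and total cytoplasm intensity under 500,000; inconclusive means wells with under 100 cells, flagged as likely toxic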;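 further: U2OS cells stably carrying GPR55 and arrestin-GFP stimulated by 5 µM LPI near EC80; imaged beta-arrestin-GFP aggregate spots per cell after agonist stimulation; plate controls were LPI-stimulated DMSO wells for no effect and DMSO wells without LPI for full effect; some results filed as inactive read as strong as hits; confirmed hits need IC50 under 10 µM and bright autofluorescent wells are also inconclusive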
T cell modulator: modulators of CD8 T cell-vesicle binding, primary screen, mouse 2C CD8+ T cells, flow cytometry; 2C CD8+ T cell-vesicle binding; hits give low values; calls only at 7 µM; 330,000 tested, 0.068% active; AID 2052, 2009;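 active means response, share of CD8 T cells binding vesicles, and their 90th percentile fluorescence all below set limits, cut at about 80% in these data, passing the limit was not always enough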
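Incubation: binding step 1.5 h, 37 °C, antibody labelling 20 min, ice; system: murine 2C transgenic CD8+ T lymphocytes; technique: cytometric PE anti-B7-1 and Alexa647 anti-CD8 signals after 1% paraformaldehyde fixation; also added: QL9-charged Drosophila Ld/ICAM-1/B7-1 vesicles; control set: naked versus QL9-loaded vesicles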
KOR beta-arrestin-2: KOR agonists, beta-arrestin recruitment, primary screen, cell-based, luminescence, uHTS (AID 1777). Kappa-type opioid receptor (Homo sapiens). 280,000 tested, 0.02% active. activation, % at 10 µM, or EC50 in µM where a hit was titrated. KOR beta-arrestin recruitment, luminescence; higher % means a stronger effect; in the data active means activation above about 50%, passing the limit was not always enough; further: a part of the inactive calls stands beside numbers as strong as those of hits
T cell modulator vesicle-bound %: also measured in T cell modulator; calls as there; double positive events, %; measured here: CD8+ vesicle-bound cell fraction;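 binding gate set so that unloaded-vesicle control wells show 10% double positive cells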
NTR1 agonist cell count 20 µM: recorded beside NTR1 agonist, whose call it bears; cell count; measured here: cell count, cytotoxicity flag
Starred values were filed as active, the others as inactive; i = inactive; ? = inconclusive; / = not tested or not shown; [ ] = dose if it differs, or a comment. Random draw from the library (roughly 0.62% active in at least one column).

SMILES	GPR35 antagonists	KOR beta-arrestin-1	NTR1 agonist	NTR1 agonist cell count 20 µM	West Nile antiviral	GPR55 beta-arrestin	PhoP inhibition	GPR55 antagonists	T cell modulator	T cell modulator vesicle-bound %	KOR beta-arrestin-2
CSc1nc2c(c(=O)[nH]1)C(c1cccc(Cl)c1)CC(=O)N2 (stereo unspecified)	-1%	-3%	-1.8	35	0.6%	-0.2%	0%	7%	i	52	-2.5%
COC(C[C@@H](O)C[C@H](O)COCc1ccccc1)OC	9%	12%	3.2	87	0.0%	-0.1%	-4%	-12%	/	/	-1.3%
COc1ccc(CCC(C)NC(=O)Cc2ccc(OC)c(OC)c2)c(OC)c1 (stereo unspecified)	-13%	-36%	-0.7	101	-0.5%	0.0%	-4%	12%	i	63	3.4%
CCN1C(=O)C(O)(CC(=O)c2ccccn2)c2ccccc21 (stereo unspecified)	3%	-24%	-0.6	82	0.0%	-0.1%	0%	12%	i	20	3.2%
COc1ccc(-c2csc(Nc3ccc(S(=O)(=O)Nc4cc(C)on4)cc3)n2)cc1C	1%	-105%[20 µM]	-0.1	45	-0.2%	-0.1%	2%	-1%	i	30	-0.8%
O=C(Nc1ccc2c(c1)OCO2)O[C@@H]1C[C@H]2CCCC(=O)N3CC[C@@H](C1)[C@@H]23	-5%	3%[20 µM]	1.2	61	-0.3%	0.0%	8%	2%	i	13	-5.1%
Cc1cc(CN(C)C(=O)c2cc(COc3ccc(F)cc3Cl)on2)n[nH]1	16%	-27%[20 µM]	-0.9	52	-0.2%	-0.1%	1%	8%	i	11	/
CCc1nnc(NC(=O)CSc2nc3cc(OC)c(OC)cc3cc2C)s1	-3%	-122%[20 µM]	-0.1	47	-0.7%	0.3%	3%	0%	i	52	/
Cc1cc(C)n(C2CCCCC2OC(=O)c2ccccc2F)n1 (stereo unspecified)	10%	-26%	-0.3	76	0.3%	0.2%	2%	1%	i	55	6.5%
Cc1nc2ccc(S(=O)(=O)NC(C(=O)N3CCn4c3nc3ccccc34)C(C)C)cc2s1 (stereo unspecified)	26%	/	4.9	59	0.9%	0.2%	-6%	-8%	i	47	/
CCN(CC)C(=O)CN(c1cccc(OC)c1)S(=O)(=O)c1ccc(C)cc1	12%	-18%	-0.2	91	-0.8%	-0.1%	-8%	-11%	i	22	0.4%
CC1S/C(=N/N=C/c2ccco2)N(Cc2ccccc2)C1=O (stereo unspecified)	4%	-1%	0.0	55	-1.0%	-0.1%	-9%	5%	i	31	1.3%
Cc1nc(C(=O)Nc2ccc(Cl)cc2)nn1-c1ccc([N+](=O)[O-])cc1	10%	-2%	0.8	83	0.0%	0.3%	36%	17%	i	49	-2.7%
Cc1c(C(=O)NC(c2ccccn2)C(F)(F)F)oc2c(F)cccc12 (stereo unspecified)	3%	-100%	0.0	57	0.4%	-0.1%	-5%	-6%	i	31	1.6%
CC(=O)Nc1ccc2nc(SCC(=O)O)sc2c1	-2%	-35%	-0.6	51	0.4%	0.3%	14%	-6%	i	12	-3.1%
Cc1ccc(Cn2cccc2C2=NC(C)CO2)cc1 (stereo unspecified)	8%	15%	1.2	86	-0.1%	0.0%	-1%	16%	i	32	5.2%
O=C(Nc1ccccc1N1CCCC1)c1cccnc1Cl	8%	2%	2.0	47	1.2%	0.0%	0%	-1%	i	28	-2.8%
CCN(CC)S(=O)(=O)c1cccc(NC(=O)c2cc(-c3cccs3)nn2-c2ccccc2)c1	-10%	-2%	-0.5	54	-0.8%	-0.3%	-7%	8%	i	7	11%
O=C(/C=C/c1ccco1)N1CCN(C/C=C/c2ccccc2)CC1	5%	1%	-0.3	42	-0.6%	-0.2%	-1%	-7%	i	33	7.1%
CC(=O)Nc1sc2c(c1CN1CCN(c3ccccn3)CC1)CCCC2	15%	16%	-1.7	55	-0.7%	-0.1%	2%	5%	i	47	3.9%
Nc1cc(=O)[nH]c(SCC(=O)Nc2nnc(-c3ccccc3)s2)n1	11%	-18%	0.3	89	?	0.2%	-8%	-7%	i	28	1.7%
Cc1cc([N+](=O)[O-])nn1CC(=O)N(C)C1CCCCC1	-6%	-22%	-0.2	57	0.4%	/	-4%	-8%	i	20	-3.5%
COc1ccc(NC(=O)C2CCCN2S(=O)(=O)c2cccc3nsnc23)c(OC)c1 (stereo unspecified)	-3%	21%	0.4	59	0.3%	-0.1%	3%	9%	i	28	-9.2%
Cn1c(NC(=O)c2cccc(C(F)(F)F)c2)cc(=O)n(C)c1=O	-5%	29%	-0.7	76	0.2%	0.0%	0%	3%	i	42	2.8%
Cc1ccccc1-n1c(=O)c2ccccc2n(CC(=O)NCc2ccco2)c1=O	-6%	-3%	0.3	56	0.3%	1.3%	0%	9%	i	11	-0.9%
CCCCN(CC(=O)NCCOC)C(=O)Cn1nnc2ccccc21	-6%	-31%	-1.7	70	1.4%	-0.4%	-6%	3%	i	34	1.6%
O=C(CSCc1ccc(F)cc1)Nc1ccccc1C(=O)N1CCOCC1	17%	7%	-0.4	58	0.0%	-0.1%	-12%	12%	i	27	-2.9%
CCOC(=O)C(Sc1cc(C)nc(N)n1)C(C)=O (stereo unspecified)	-7%	-35%	1.2	78	-0.2%	-0.1%	9%	2%	i	31	-2.2%
CC(=O)CCS(=O)(=O)c1ccc(Oc2ccc(S(=O)(=O)CCC(C)=O)cc2)cc1	6%	20%	-1.7	36	-0.1%	-0.4%	10%	-3%	i	46	-7.5%
Cc1ccc(C)c(Cn2c(C(=O)OC(C)C)cc3c2ccn3C)c1	7%	-25%	3.6	86	-0.8%	-0.1%	-3%	1%	i	64	4.7%
Cc1nn(C)cc1C(C(=O)NC1CCCCC1)N(C(=O)Cc1cccs1)c1ccc(C(C)C)cc1 (stereo unspecified)	6%	4%	3.4	80	-1.9%	-0.3%	0%	-7%	i	41	4.1%
Cc1ccc(SC[C@H](c2ccccc2)N2CCN(CC(C)C)CCC2=O)cc1	14%	/	2.3	97	-0.7%	-0.1%	3%	6%	/	/	-0.8%
COc1cc2c(C)nc3c(c(C)nn3-c3ccccc3)c2cc1OC	11%	-66%[20 µM]	5.6	51	-0.5%	0.2%	14%	7%	i	42	0.2%
COC(=O)C(Cc1c[nH]c2ccccc12)NC(=O)c1ccccc1Br (stereo unspecified)	11%	-26%[20 µM]	1.3	51	-0.1%	-0.1%	5%	4%	i	60	7.2%
Nc1nc(SCC(=O)NCC2CCCO2)[nH]c(=O)c1NC(=O)c1ccco1 (stereo unspecified)	22%	19%	2.0	72	-0.1%	-0.1%	3%	-6%	i	32	-4.6%
O=C(Nc1ccc(Cl)cc1)c1cc2nc(-c3ccco3)cc(C(F)(F)F)n2n1	-2%	21%	7.6	43	1.0%	0.2%	-12%	-13%	i	54	-3.8%
CCN(CC(=O)Nc1ccccc1C(F)(F)F)C(=O)CCc1nc2ccccc2c(=O)[nH]1	-1%	-12%	3.5	64	0.9%	-0.1%	-3%	-4%	i	60	15%
CCOC(=O)c1[nH]c(C)c(CN(Cc2ccco2)C(=O)C(F)(F)F)c1C	2%	14%	-1.4	51	0.2%	0.3%	2%	22%	i	30	-1.5%
Cc1[nH]c2ccccc2c1/C=N/NC(=O)CNC(=O)c1ccccc1	-10%	11%	-0.6	44	0.1%	0.0%	-8%	-4%	i	40	/
Cc1ccc(-c2nnc(SCC#CCOC(=O)c3ccco3)o2)cc1	1%	-24%	2.6	75	-0.5%	0.3%	-2%	3%	i	58	-2.9%
CNS(=O)(=O)c1cccc(C(=O)OCC(=O)N2c3ccccc3CC2C)c1 (stereo unspecified)	9%	-11%	-1.0	98	0.1%	-0.1%	-1%	0%	i	44	2.2%
COc1ccc(C2=NS(=O)(=O)N(C)C(C(=O)N3C(C)CCCC3C)=C2)cc1 (stereo unspecified)	6%	26%[20 µM]	0.8	90	-0.8%	1.3%	/	6%	i	37	0.1%
O=C(COc1ccc2c3c(c(=O)oc2c1)CCC3)N[C@@H](CSCc1ccccc1)C(=O)O	9%	0%[20 µM]	1.5	85	1.2%	-0.2%	3%	-4%	i	33	-0.6%
CN(C(=O)COc1ccccc1)c1nc(-c2ccc(F)cc2)cs1	-2%	-144%	3.4	91	-0.2%	-0.2%	-8%	5%	i	20	2.2%
CNC(=O)/C(C#N)=C\c1cc(C)n(-c2ccc(N3CCOCC3)cc2)c1C	5%	-12%	0.3	62	1.0%	-0.2%	-6%	5%	i	34	-3.7%
O=C(CN1CCN(S(=O)(=O)c2ccc(Cl)cc2)CC1)NC1CCCC1	-9%	-19%	0.1	42	-0.6%	0.0%	-6%	0%	i	60	3.0%
CCOC(=O)c1c(NC(=O)c2ccc(Cl)s2)sc(C)c1C	14%	-4%	-1.3	70	-0.2%	-0.1%	/	2%	i	46	-4.0%
CN1C(=O)CC(N2CCC(c3nc4ccccc4s3)CC2)C1=O (stereo unspecified)	-7%	-6%	1.3	67	-0.1%	-0.3%	-5%	-1%	i	50	1.0%
CCS(=O)(=O)N1CCC(c2nc(-c3ccc(C)cc3)no2)CC1	0%	-7%	-0.3	64	/	-0.2%	0%	19%	i	22	4.9%
CCOC(=O)c1oc2ccc(/C=N/O)c(Cl)c2c1C	11%	-18%[20 µM]	0.5	77	-0.8%	0.2%	-5%	0%	i	58	/
